Screens (PubChem BioAssay)
mIAP block: inhibitors of mouse IAP, primary screen, biochemical, luminescence, uHTS; inhibition, % at 10 µM; purified mouse IAP, CDP-Star luminescence, 30 min; intestinal alkaline phosphatase [Mus musculus]; 330,000 compounds, 0.2% hits;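 active = inhibition of at least 40% at 10 µM in the primary screen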;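 also: plate controls were DMSO with enzyme for no effect and no enzyme wells for full effect; values of inactives mirror those of a sister screen read the other way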
hIAP inh: human IAP inhibitors, primary screen, biochemical, luminescence, uHTS; Intestinal-type alkaline phosphatase (Homo sapiens), P09923; purified IAP, CDP-Star luminescence, 30 min; inhibition, % at 10 µM; 330,000 compounds, 0.12% hits;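 active = inhibition reaching a set limit with compound at 10 µM in the primary screen, cut at about 35% in these data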;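 also: plate controls were DMSO wells with enzyme for no effect and no-enzyme buffer wells for full effect; values of inactives mirror those of a sister screen read the other way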
HKDC1 inhibitor: HKDC1 hexokinase inhibitors, primary screen, biochemical, fluorescence, uHTS | recombinant HKDC1, G6PDH/diaphorase resazurin coupled fluorescence | inhibition, % at 20 µM | 340,000 compounds, 0.16% hits | Q2TB90;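 active = inhibition above about 35% when tested at 20 µM, limit read from the data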;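 also: plate controls were DMSO wells with enzyme for no effect and DMSO wells lacking enzyme for full effect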
Target sequence (Q2TB90 whole entry, looked up): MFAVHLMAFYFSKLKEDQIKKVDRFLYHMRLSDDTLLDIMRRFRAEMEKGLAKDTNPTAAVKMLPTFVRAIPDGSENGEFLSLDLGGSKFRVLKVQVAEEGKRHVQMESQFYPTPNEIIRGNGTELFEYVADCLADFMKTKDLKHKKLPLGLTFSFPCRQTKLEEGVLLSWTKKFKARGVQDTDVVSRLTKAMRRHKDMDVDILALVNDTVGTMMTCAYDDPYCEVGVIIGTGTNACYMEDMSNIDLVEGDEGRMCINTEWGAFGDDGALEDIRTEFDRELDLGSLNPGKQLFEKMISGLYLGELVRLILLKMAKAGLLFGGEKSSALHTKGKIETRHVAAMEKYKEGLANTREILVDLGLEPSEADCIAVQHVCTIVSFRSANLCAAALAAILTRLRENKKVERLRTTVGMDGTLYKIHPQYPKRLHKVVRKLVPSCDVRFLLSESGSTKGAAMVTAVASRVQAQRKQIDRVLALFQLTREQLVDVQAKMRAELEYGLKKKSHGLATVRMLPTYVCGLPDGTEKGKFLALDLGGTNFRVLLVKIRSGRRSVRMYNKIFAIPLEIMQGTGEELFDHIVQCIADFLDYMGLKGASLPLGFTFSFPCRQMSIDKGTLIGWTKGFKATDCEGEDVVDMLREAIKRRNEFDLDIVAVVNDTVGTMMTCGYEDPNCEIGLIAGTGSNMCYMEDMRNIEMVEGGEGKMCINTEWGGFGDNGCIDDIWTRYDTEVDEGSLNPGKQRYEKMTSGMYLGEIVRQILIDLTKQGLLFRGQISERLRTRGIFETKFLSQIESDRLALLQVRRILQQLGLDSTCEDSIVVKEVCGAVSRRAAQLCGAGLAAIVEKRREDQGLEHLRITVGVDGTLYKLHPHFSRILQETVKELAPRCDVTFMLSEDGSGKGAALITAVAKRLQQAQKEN
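Test system: HK5 enzyme. Quantity: 5 µg/mL HK5 final. Reagent: glucose and ATP substrates. Schedule: 90 min reaction incubation at room temperature, dark. Technique: resazurin-to-resorufin fluorescence via G6PDH and diaphorase coupling, 525/613 nm. Control set: DMSO wells with and without enzyme mix.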
hIAP activ: human IAP activators, primary screen, biochemical, luminescence, uHTS; 330,000 compounds, 0.16% hits; Intestinal-type alkaline phosphatase (Homo sapiens), P09923; activation factor at 10 µM; purified human IAP, CDP-Star luminescence, 30 min; active compounds read high; 1 = vehicle-only enzyme, 0 = enzyme-free background; AID 2524, 2010;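 active = activation factor of the enzyme at least 2-fold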; also: the source names both 10 and 20 µM as test concentration; values of inactives mirror those of a sister screen read the other way
A3A deaminase: APOBEC3A ssDNA deaminase inhibitors, primary screen, selectivity assay for APOBEC3G inhibitor project, biochemical, FAM/TAMRA oligo cleavage fluorescence. DNA dC->dU-editing enzyme APOBEC-3A (Homo sapiens), P31941. recombinant A3A, FAM/TAMRA ssDNA deamination fluorescence. inhibition, % at 20 µM. 330,000 compounds, 0.41% hits;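 active = at least 40% inhibition at 20 µM here, with at most 30% in a related deaminase screen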;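 also: plate controls were A3A with DMSO for no effect and wells lacking A3A enzyme for full effect; some results filed as inactive read as strong as hits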
PfGluPho inh: PfG6PD enzyme inhibitors, primary screen, biochemical, fluorescence intensity, uHTS; glucose-6-phosphate dehydrogenase-6-phosphogluconolactonase (Plasmodium falciparum 3D7); PfGluPho enzyme, NADPH resazurin-diaphorase fluorescence; inhibition, % at 20 µM; 350,000 compounds, 0.78% hits; AID 504690, 2011;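 active = inhibition reaching at least a set limit at 20 µM in the primary screen, cut at about 59% in these data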;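 also: 0% = DMSO wells with substrate and 100% = DMSO wells lacking glucose-6-phosphate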
mIAP act: activators of mouse IAP, primary screen, biochemical, luminescence, uHTS. muIAP, CDP-Star luminescence, 30 min; active compounds read high; 1 = vehicle-only enzyme signal, 0 = enzyme-free wells. intestinal alkaline phosphatase [Mus musculus]. 330,000 compounds, 0.24% hits. activation factor at 10 µM;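 active = activation factor of at least 2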; also: the source names both 10 and 20 µM as test concentration; values of inactives mirror those of a sister screen read the other way
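also added = chemiluminescent substrate CDP-Star | test system = mouse IAP enzyme | signal = chemiluminescence readout | compound = DMSO-dissolved test compounds | incubation = 30 min at room temperature | benchmarks = DMSO wells, no-enzyme wells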
ATG4B inh: ATG4B protease inhibitors, primary screen, biochemical, fluorescence, uHTS; ATG4B cleavage of LC3-PLA2, NBD-HPC fluorescence, 1 h; inhibition, % at 8.33 µM; 340,000 compounds, 0.51% hits; in the data active = inhibition above about 40%
An asterisk follows results filed as active; . = not tested or not shown; & = joins results of further samples.

smiles,hIAP inh,mIAP block,mIAP act,PfGluPho inh,A3A deaminase,ATG4B inh,HKDC1 inhibitor,hIAP activ
Cc1cc(C(=O)CN2C(=O)C(=O)N(Cc3ccccc3)C2=O)c(C)n1CC1COc2ccccc2O1 (stereo not given),-13.3,-2.9,1.03,-16.7,-2.0,12.7,-6.8,1.13
COc1ccc2[nH]cc(C(=O)CCl)c2c1,6.5,5.6,0.944,8.8,2.1,-6.0,14.9,0.935
C=CCC1(O)C(=O)N2C(=C1C(=O)N1CCOCC1)c1ccccc1CC2(C)C (stereo not given),0.9,-6.8,1.07,-0.7,-6.1,11.3,7.0,0.991
CCOc1nc2cnccc2n(CC(=O)Nc2cccc(C)c2)c1=O,-15.0,8.9,0.911,3.1,-2.5,-0.7,-0.7,1.15
CCN1CCN(Cc2ccc(NC(=O)c3cc(NC(=O)C4=NN(c5ccccc5)C(=O)C4)cc(OC)c3)cc2C(F)(F)F)CC1,-6.3,6.6,0.934,15.2&4.2,1.6,4.8,-5.8,1.06
Cc1ccc(-c2nc(CS(=O)CC(=O)N3CCN(c4ncccn4)CC3)c(C)o2)cc1 (stereo not given),1.9,6.1,0.939,7.5,-0.5,-3.9,-1.1,0.981
COCCn1c(=NC(=O)/C=C/c2ccccc2)sc2cc(NC(C)=O)ccc21,-8.9,13.7,0.863,-17.7,-1.7,-2.4,-6.5,1.09
Cc1cc2ncn(S(=O)(=O)N(C)C)c2cc1C,-3.1,-2.3,1.02,16.9,3.4,-9.7,-1.2,1.03
Cc1ccc(C)c(C(=O)CC2(O)C(=O)N(C)c3ccccc32)c1 (stereo not given),20.2,6.6,0.934,34.3,-1.5,-5.7,-12.2,0.798
CN(Cc1ccccc1)S(=O)(=O)c1ccc(OCC(=O)N2CCC(C(N)=O)CC2)cc1,-4.9,-2.9,1.03,-12.5,4.0,-5.4,-2.5,1.05
O=C(/C=C/c1ccco1)Nc1cccc(NC(=O)/C=C/c2ccco2)n1,8.8,30.1,0.699,7.5,37.1,15.6,-12.2,0.912
Cc1ccc(C(=O)NCc2ccc(Cl)c(Cl)c2)o1,-0.2,-3.1,1.03,8.6,-2.4,11.9,0.5,1
Cc1cc(C)cc(C(=O)NCC(=O)N2CCN(C(c3ccccc3)c3ccccc3)CC2)c1,2.7,-1.0,1.01,-0.8,-3.6,-6.9,-0.3,0.973
COc1ccc2c(COC(=O)[C@@H]3CCCN3S(=O)(=O)c3ccc(Cl)cc3)cc(=O)oc2c1,9.1,14.6,0.854,-4.5,2.2,-3.9,3.1,0.909
CC(=O)c1ccccc1NC(=O)COC(=O)Cc1cccc(C(F)(F)F)c1,7.5,-6.6,1.07,21.5,-1.3,-10.3,4.9,0.925
COc1ccc(Nc2ncc3c(n2)CC(c2ccc(C)cc2)CC3=O)cc1 (stereo not given),14.1,9.5,0.905,-16.9,0.2,0.3,-2.5,0.859
COC(=O)C1=C(C)N(CC2CC2)C(=NCc2cccc(Cl)c2)N[C@H]1c1ccccc1,1.0,-5.0,1.05,-9.8,59.2*,2.2,-8.1,0.99
O=C(CCn1c(=S)[nH]c2cc3c(cc2c1=O)OCO3)N1CCc2ccccc2C1,-1.6,11.7,0.883,.,-1.2,.,.,1.02
CCOc1ccc(OCCSc2ccc(S(=O)(=O)N3CCN(C)CC3)cn2)cc1,-8.8,-12.1,1.12,12.0,12.7,-8.8,-3.3,1.09
COc1cc(CN(C)Cc2cc(=O)n3ccsc3n2)ccc1OC(F)F,-2.1,4.0,0.96,-10.9,3.4,-4.4,-3.2,1.02
COc1ccccc1CNC(=O)COC(=O)c1nc(Cl)ccc1Cl,-11.2,3.1,0.969,-24.4,-1.7,1.5,-2.8,1.11
CCOc1ccc(NC(=O)/C(=C\c2ccc(OC(C)=O)c(OC)c2)NC(C)=O)cc1,-8.4,10.3,0.897,-2.4,0.8,-8.1,-7.9,1.08
FC(F)(F)c1cc(-c2cccs2)nc(-n2cc(Br)cn2)n1,15.1,5.4,0.946,0.6,5.3,5.5,0.7,0.849
CCN1C(=O)CSC1=Nc1ccc(Cl)c(Cl)c1,-5.9,2.8,0.972,10.7,3.5,-4.2,3.4,1.06
CCCN1Cc2cccc(C(=O)Nc3ccc(-c4nc5ccccc5[nH]4)cc3)c2C1=O,-4.7,5.0,0.95,-0.9,3.6,-15.7,-14.2,1.05
CCOC(=O)Cc1csc(NC(=O)/C=C/c2cccc(Br)c2)n1,-13.8,2.5,0.975,-1.4,-2.5,-22.1,-5.4,1.14
CCOC(=O)c1c(C)[nH]c(C)c1C(=O)CN1C(=O)NC2(CCCCCC2)C1=O,2.0,-22.8,1.23,11.3,0.3,-4.6,-4.9,0.98
Cc1cccc(NC(=O)Nc2cccc(Oc3c(F)c(F)c(F)c(F)c3F)c2)c1,1.1,-236.8,3.37*,2.3,1.8,21.9,10.3,0.989
COc1ccc(-n2cccc2/C=C2\C(=N)N3N=C(C(C)C)SC3=NC2=O)cc1,-1.6,7.0,0.93,-19.5,-2.4,-4.0,-5.3,1.02
CCc1ccc2[nH]c(=O)c(CN(Cc3ccco3)C(=S)NCC3CCCO3)cc2c1 (stereo not given),3.3,2.1,0.979,3.2,-1.6,-1.0,-5.3,0.967
CN1CCN(C(=O)C23CC4CC(C2)CC(c2ccccc2)(C4)C3)CC1,0.4,0.8,0.992,2.4,0.2,-9.5,-12.4,0.996
CCc1cccc(NC(=O)CC2SC(N3CCCC3)=NC2=O)c1 (stereo not given),8.6,-7.3,1.07,4.5,-1.9,2.5,-5.2,0.914
COc1ccc(C(=O)Nc2cc(C(=O)c3ccccc3)c(C)oc2=O)cc1,12.5,13.0,0.87,16.8,-2.7,43.5*,11.2,0.875
CCOc1ccc(NC(=O)CN(C)C(=O)CSCc2ccc(C)cc2)cc1OCC,10.4,-1.4,1.01,-1.6,-2.0,-3.1,-0.7,0.896
CS(=O)(=O)N1CCC(C(=O)NCCC2=CCCCC2)CC1,2.7,5.5,0.945,6.1,-2.8,-6.7,-7.8,0.973
COC(=O)C1CCN(S(=O)(=O)CCNC(=O)c2ccc3c(c2)OCO3)CC1,-0.7,1.9,0.981,6.3,-3.5,-6.7,-5.6,1.01
COC(=O)C1CCN(C(=O)COC(=O)c2ccc(=O)n(Cc3ccccc3)n2)CC1,-4.3,3.7,0.963,2.0,1.5,-9.0,-5.7,1.04
Cc1c2c(nc3c(C(=O)NC4CCCCC4C)cnn13)CCCC2 (stereo not given),8.7,3.3,0.967,.,-3.0,.,.,0.913
Cc1cccc(NC(=O)CCc2nnc3ccc(N4CCC(C)CC4)nn23)n1,5.5,9.0,0.91,0.1,-4.7,-3.2,-4.4,0.945
CC(C)Oc1ccc(C(=O)O)c(C(=O)O)c1,2.0,-10.3,1.1,-10.6,-4.3,-4.2,-6.7,0.98

Overlap with the part before: three compounds; new compounds follow.
smiles,hIAP inh,mIAP block,mIAP act,PfGluPho inh,A3A deaminase,ATG4B inh,HKDC1 inhibitor,hIAP activ
Cc1c2c(nc3c(C(=O)NC4CCCCC4C)cnn13)CCCC2 (stereo not given),8.7,3.3,0.967,.,-3.0,.,.,0.913
Cc1cccc(NC(=O)CCc2nnc3ccc(N4CCC(C)CC4)nn23)n1,5.5,9.0,0.91,0.1,-4.7,-3.2,-4.4,0.945
CC(C)Oc1ccc(C(=O)O)c(C(=O)O)c1,2.0,-10.3,1.1,-10.6,-4.3,-4.2,-6.7,0.98
CC(O)CNCc1ccc(-c2ccccc2)cc1 (stereo not given),17.8,1.3,0.987,-7.0,-3.1,7.8,-2.7,0.822
Cc1ccc(C)c(CN2C(=O)COc3ccccc32)c1,-15.8,5.1,0.949,-1.0,-7.0,-5.2,-4.1,1.16
CSC(=NC#N)N1CCN(C(c2ccccc2)c2ccccc2)CC1,-8.8,-3.1,1.03,3.3,0.1,-6.4,-1.3,1.09
NC(=O)c1ccc(SCC(=O)OCC(=O)NC2CCCCCCC2)c([N+](=O)[O-])c1,-14.3,6.2,0.938,43.8,-1.1,-11.8,-3.5,1.14
Cc1nc2c(S(=O)(=O)c3ccccc3)cnn2c(C)c1C,6.2,-0.4,1,16.0,1.2,-3.8,-4.2,0.938
Cc1ccc(S(=O)(=O)CC(=O)Nc2ccc(Cl)cn2)cc1,-0.9,-9.5,1.09,18.6,-9.0,-5.7,6.7,1.01
CC(C)OCCCNC(=S)Nc1ccc2nc3n(c(=O)c2c1)CCCCC3,-15.1,-13.4,1.13,15.6,-5.8,-13.2,-3.9,1.15
O=C(Cn1cc([N+](=O)[O-])cn1)N1CCc2ccccc21,18.3,-13.7,1.14,-6.5,-5.7,0.2,-5.2,0.817
CN(C)S(=O)(=O)c1cccc(NC(=O)c2cc(=O)[nH]c(=O)[nH]2)c1,-34.0,-0.5,1,-4.4,-1.2,-5.8,-3.3,1.34
CS(=O)(=O)N(CC(=O)NCC1CCCO1)c1cc(Cl)cc(Cl)c1 (stereo not given),-10.4,-0.5,1,0.1,-1.9,1.0,-5.1,1.1
O=C(COc1ccc2ccc(=O)oc2c1)NCC(O)c1ccccc1 (stereo not given),-2.5,-1.8,1.02,1.8,-4.1,2.1,0.1,1.02
COc1cc(OC)cc(C2=NCCN2)c1,14.7,11.3,0.887,8.7,0.8,0.1,-4.7,0.853
